# Compound activity: PubChem BioAssay, National Center for Advancing Translational Sciences (NCATS)
# Pf Dd2 inh – qHTS Primary assay for Inhibitors of Plasmodium falciparum Dd2 growth in vitro; Potency, µM (top dose mostly 28.9 µM), inactives show at the highest dose activity, negative = inhibition, usual class: inhibitors; 120,000 compounds, 4.3% hits; P. falciparum Dd2 growth, SYBR Green, 72 h; AID 1347417, 2020; active = well fitted inhibition curve with a large enough effect; inconclusive = small, poorly fitted or top-dose-only effect; inactive = no such curve, though single readings can be large or run the other way;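 note: plate controls were DMSO vehicle for no effect and reference drug for full effect; nearly all actives have a fitted effect of over 65% in size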
#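 Infected erythrocytes (Dd2, 0.3% parasitemia, 2.5% hematocrit final) are added to compound in RPMI-1640/Albumax II medium, grown 72 h at 37C in low oxygen, then lysed with saponin/Triton-X containing SYBR Green and read by fluorescence.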
# * hit, by the source's call; i = inactive; ? = inconclusive; [ ] = remark or other dose. Potency is the fitted concentration of half-maximal effect.
SMILES,Pf Dd2 inh
O=C(CCC[C@H]1NC[C@@H]2CC1CN(Cc1ccccc1)C2)NCCCN1CCCCC1,?
CC(CCn1cccn1)NC(=O)c1ccc(OC2CCN(S(=O)(=O)N(C)C)CC2)cc1 (stereo not drawn),-4%
COc1ccc(-c2noc([C@@H]3CCCN3C(=O)CCCc3ccccc3)n2)cc1,?
O=C1Nc2ccc(-c3ccccc3)cc2C(=O)N2CCN(C(=O)c3cccs3)C[C@H]12,-19%[44.1 µM]
COc1ccc(CC(=O)Nc2sc3c(c2C(=O)Nc2ccccc2)CCCCC3)cc1,0%
O=C(CCC1CCN(C(=O)c2ccccc2)CC1)NCCCN1CCCC1=O,-10%
O=C1Nc2ccccc2C12CCN(Cc1cncs1)C2 (stereo not drawn),?
CC(=O)NC1(C)CCN(Cc2cnc(-c3cccc(N(C)C)c3)s2)CC1,12%[44.1 µM]
CCn1c(=O)cc(OCC(=O)Nc2ccc(C)c(F)c2)c2ccccc21,23%
CCOc1ccccc1C1NC(=O)N(CC(=O)N(C)c2cccc(C)c2)C2=C1C(=O)OC2 (stereo not drawn),i
CC1(c2ccccc2)N(Cc2ccccc2)C(=O)OC12CCN(C(=O)c1cccc(Cl)c1)CC2 (stereo not drawn),?
CCN(Cc1cc(C)[nH]n1)CC1CCCN(CCc2cccc(OC)c2)C1 (stereo not drawn),-17%
O=C(NCCCN1CCc2ccccc2C1)c1c(OCC2CC2)cc(=O)n2c1CCCCC2,-3%
CCCOC(=O)c1c(NC(=O)c2cc3ccccc3c(=O)o2)sc2c1CCC(C)C2 (stereo not drawn),37%[activator]
O=C(NCc1ccc(Cl)cc1)c1noc(-c2ccc(F)cc2)n1,36%
O=C(NCc1cccnc1)c1nc(-c2cc(Cl)cc(Cl)c2)c2ccccn12,?
O=C1NCc2ccccc2CC12CCN(Cc1ccc(O)cc1)C2 (stereo not drawn),-24%
CCc1cc(N2CCC(NCCc3cccc(Cl)c3)CC2)nc(C)n1,11µM*
Cc1ccc(NC(=O)Nc2ccc(C)n(CC(=O)NC(C)c3cccnc3)c2=O)cc1 (stereo not drawn),i
CN1C(=O)CC[C@]2(C(=O)NCc3cccs3)CCCC[C@@H]12,9%
COc1ccc(C(=O)N2CCC(C3CCNC3)CC2)cc1F (stereo not drawn),11%
Cc1ccc2nc3c(cc(C(=O)NC4CCCC4)c(=N)n3C(C)C)c(=O)n2c1,-14%
O=C(NCc1cccs1)c1cccc2c1CCN2C(=O)c1ccc(F)cc1,?
CCc1ccccc1NC(=O)[C@H](Cc1ccccc1)N1Cc2ccccc2C1=O,-14%
COC(=O)[C@@H]1Cc2c([nH]c3ccccc23)[C@H]2C[C@@H](NCCN(C)C)C[C@@H](c3ccc(F)cc3)N21,?
NS(=O)(=O)c1ccc(NC(=O)C(=O)Nc2ccc3nc4n(c(=O)c3c2)CCCCC4)cc1,-1%
CC(C)NC(=O)c1cc(-c2ccc(F)cc2)cn1C,-29%
CN(C(=O)Cn1nc2n(c1=O)CCCC2)c1ccccc1,2%
CCN(CC)c1cc(CCC(=O)NCCc2cccnc2)ccn1,-28%
CNC(=O)c1cc(-c2ccc(O)c(F)c2)cc2c1OCCN2Cc1cccnc1,i
Cc1ccc(-c2nc3c4cnn(-c5cc(Cl)ccc5Cl)c4ncn3n2)cc1,54%[activator]
COc1ccc(-c2cc(N3CCCN(C(=O)c4cccc5[nH]ccc45)CC3)n[nH]2)cc1,-7%
CCn1ccc(C(=O)N2CC(c3nc(CCOCC4CC4)no3)C2)n1,3%
Cn1cc(-c2cc(C3=CCOCC3)c3cncn3c2)cn1,18%[44.1 µM]
O=C(Cn1nc2c(cc1=O)CCCCC2)NCc1nc2ccccc2[nH]1,-7%
O=C(Nc1cccc2ccccc12)O[C@@H]1CO[C@H]2[C@@H]1OC[C@@H]2n1nnnc1Sc1ccccc1,i
O=C(CCCCCn1c(=O)[nH]c2ccccc2c1=O)N1CCN(c2cccc(C(F)(F)F)c2)CC1,-11%
CCCN(C(=O)c1cc2c(=O)oc3ccccc3c2s1)c1ccccc1C,7%
CC(=O)NCC(=O)N1Cc2ccccc2CC2(CCCN(CC3CCNC3)C2)C1 (stereo not drawn),?
O=C(NCC1CN(C(=O)Cc2cccc(Cl)c2)CC12CN(c1ccccc1)C2)c1ccccc1 (stereo not drawn),?
Cc1ccc(CN2CC[C@@H]3CN(S(C)(=O)=O)[C@@H]3C2)cc1C,?
Cc1cn2nc(C(=O)N3CCC(NC(=O)c4c(F)cccc4F)CC3)cc2c(=O)[nH]1,-26%
O=C(c1ccco1)N1CCCCCC1CN1CCOCC1 (stereo not drawn),-24%
CCc1cccc(NC(=O)CN2CC3CC(C2)[C@H]2CCCC(=O)N2C3)c1 (stereo partly drawn),-11%
COc1cccc(CN2CCCN(S(C)(=O)=O)C(c3ccccc3)CC(=O)NCC2)c1 (stereo not drawn),?

# The final 2 records of the section above lead into the next.
SMILES,Pf Dd2 inh
CCc1cccc(NC(=O)CN2CC3CC(C2)[C@H]2CCCC(=O)N2C3)c1 (stereo partly drawn),-11%
COc1cccc(CN2CCCN(S(C)(=O)=O)C(c3ccccc3)CC(=O)NCC2)c1 (stereo not drawn),?
COCCNC(=O)C[C@@H]1C[C@H]2O[C@H](CNCc3ccccc3Cl)[C@@H](O)[C@H]2O1,19%[44.1 µM]
Cn1cc(-c2ccc(O)c(F)c2)c2nc(COc3ccc(Cl)cc3)cn2c1=O,10µM*
O=C(NCCCN1CCOCC1)c1cccnc1N1CC2CC(C1)[C@H]1CCCC(=O)N1C2 (stereo partly drawn),-7%
O=C(CC1COCCN1)NCCn1nc(-c2ccccc2)ccc1=O (stereo not drawn),5%
CC(C)c1nncn1C1CCN(C(=O)c2cc(-c3cccs3)[nH]n2)C1 (stereo not drawn),?
CN(C)c1nc(-c2ccccc2)nc2c1CCN(C(=O)c1ccncc1)C2,-7%
CCc1ccc(OCC(=O)NCC(c2ccc(Cl)cc2)N2CCOCC2)cc1 (stereo not drawn),11µM*
C=CCNC(=O)N1CCOC(CN(CC(C)C)C(=O)c2ccc(OC)c(OC)c2)C1 (stereo not drawn),-17%
CCOc1ccccc1NC(=O)Cn1c(=O)n(-c2ccc(F)cc2)c(=O)c2sc3ccccc3c21,22%
CCN(Cc1ccccc1)Cc1c(O)ccc2c(=O)c(-c3ccc(Cl)cc3Cl)coc12,22%
COCCn1ncc(N2CCC(C(=O)N3CCN(C(C)C)CC3)C2)cc1=O (stereo not drawn),38%[activator]
O=C(NC1CCCCC1)N1CCn2c(nnc2C2CCCN2)C1 (stereo not drawn),-22%
COc1cccc(CNC(=O)Cn2ccn3nc4c(c3c2=O)CCCCC4)c1OC,i
CN1CCN(C(=O)c2cn[nH]n2)CC12CCC(=O)N(CCO)CC2 (stereo not drawn),-9%
Cc1cccc(-c2nocc2CCC(=O)N2CCN(c3cccc(C)c3)CC2)c1,-10%

# Part of the list above, with bars between the fields.
canonical_smiles | Pf Dd2 inh
O=C1Nc2ccc(-c3ccccc3)cc2C(=O)N2CCN(C(=O)c3cccs3)C[C@H]12 | -19%[44.1 µM]
COc1ccc(CC(=O)Nc2sc3c(c2C(=O)Nc2ccccc2)CCCCC3)cc1 | 0%
O=C(CCC1CCN(C(=O)c2ccccc2)CC1)NCCCN1CCCC1=O | -10%
O=C1Nc2ccccc2C12CCN(Cc1cncs1)C2 (stereo not drawn) | ?
CC(=O)NC1(C)CCN(Cc2cnc(-c3cccc(N(C)C)c3)s2)CC1 | 12%[44.1 µM]
CCn1c(=O)cc(OCC(=O)Nc2ccc(C)c(F)c2)c2ccccc21 | 23%
CCOc1ccccc1C1NC(=O)N(CC(=O)N(C)c2cccc(C)c2)C2=C1C(=O)OC2 (stereo not drawn) | i
CC1(c2ccccc2)N(Cc2ccccc2)C(=O)OC12CCN(C(=O)c1cccc(Cl)c1)CC2 (stereo not drawn) | ?
CCN(Cc1cc(C)[nH]n1)CC1CCCN(CCc2cccc(OC)c2)C1 (stereo not drawn) | -17%
O=C(NCCCN1CCc2ccccc2C1)c1c(OCC2CC2)cc(=O)n2c1CCCCC2 | -3%
CCCOC(=O)c1c(NC(=O)c2cc3ccccc3c(=O)o2)sc2c1CCC(C)C2 (stereo not drawn) | 37%[activator]
O=C(NCc1ccc(Cl)cc1)c1noc(-c2ccc(F)cc2)n1 | 36%
O=C(NCc1cccnc1)c1nc(-c2cc(Cl)cc(Cl)c2)c2ccccn12 | ?
O=C1NCc2ccccc2CC12CCN(Cc1ccc(O)cc1)C2 (stereo not drawn) | -24%
CCc1cc(N2CCC(NCCc3cccc(Cl)c3)CC2)nc(C)n1 | 11µM*

# More structures:
SMILES,Pf Dd2 inh
Cc1ccn2c(=O)cc(COc3ccc(NC(=O)C(C)(C)C)cc3)nc2c1,0%
CCOC(=O)c1ccc(NC(=O)c2oc3c(c2C)-c2nn(Cc4ccccc4Cl)cc2CC3)cc1,3%
CC1Oc2ccc(NC(=O)c3ccc(F)cc3)cc2CN(Cc2ccccc2F)C1=O (stereo not drawn),i
CNCCN1C(=O)CC[C@H]2CN(C(=O)c3ccc(C(C)C)[nH]c3=O)CC[C@H]21,-3%
CCc1noc(-c2ccn3c(CNC(=O)c4cc(C)cc(C)c4)nnc3c2)n1,i
CCN(CC)c1ccc(NC(=O)Cn2nc3c(cc2=O)CCCC3)c(C)c1,3%
CCOC(=O)c1ccc(-n2c(CCC(=O)O)ccc2-c2ccccc2)cc1,-5%
O=C(Cn1nc(-c2ccccc2)n(-c2ccccc2)c1=O)N1C[C@@H]2C[C@H]1CN2,2%
COc1cccc(C(O)c2nc(C(=O)Nc3ccc4c(c3)CC(=O)N4)c(C)o2)c1 (stereo not drawn),?
CCCCSc1nc(-c2cccc(OC)c2)nc2c1Cc1c(CO)cnc(C)c1O2,-14%
CC(C)c1noc(-c2cn(C3CCCN(C(=O)c4ccc5c(c4)OCO5)C3)nn2)n1 (stereo not drawn),i
Cc1cc(C)c(C)c(S(=O)(=O)N2CCC(c3c[nH]c4c(C)cccc34)CC2)c1C,-2%
O=C(NC1CCCC1)N1CC(c2nnc(-c3ccncc3)o2)C2(CCOCC2)C1 (stereo not drawn),2%
CC1=C[C@@H](CNC(=O)CCCC(=O)O)[C@H](C(C)C)C[C@H]1Cc1nc2ccc(Cl)cc2[nH]1,-6%
CCOC(=O)c1c(C)[nH]c(C)c1S(=O)(=O)N(C)CC(=O)N1CCN(c2cccc(Cl)c2)CC1,i
Cc1cccc(N2CCN(CCNC(=O)Nc3ccc(Cl)cc3)CC2)c1C,?
Cn1nc(-c2nncn2CC2CC2)c2c1CCN(C(=O)c1n[nH]c(=O)c3ccccc13)C2,2%
CC(C)S(=O)(=O)c1ncc(CN(C)Cc2ccsc2)n1CCc1ccccc1,i
Cc1ccc(N2CCC(NC(=O)c3ccc(Br)o3)C2=O)cc1C (stereo not drawn),i
COc1ccc(CNc2nc(-c3ccc(Cl)cc3)nn2C(=O)c2ccccc2)cc1,?
CCn1nc(C)c2c(-c3ccccc3)cc(=O)n(C(C)C(=O)NCCc3ccc(Cl)cc3)c21 (stereo not drawn),?
Cc1ncoc1C(=O)N1CCC(c2noc(-c3ccncc3)n2)C1 (stereo not drawn),i[5.79 µM]
Cc1cn2nnc(C(=O)NCCc3ccccc3)c2c(=O)[nH]1,?
O=C(c1ccsc1)N1CCC(Oc2cccnc2)C1 (stereo not drawn),9%
O=C(CCCc1ccccc1)N1CCC(c2nc(C3CCOCC3)no2)C1 (stereo not drawn),?
CCCCN(CC)CCNC(=O)c1cn(C)c(=O)c2c1c1ccccc1n2C,36%[activator]
CC(C)(C)OC(=O)N1CCC(c2nnc(SCc3cccc(Cl)c3)o2)CC1,47%[activator]
COC(=O)[C@@H]1Cc2ncn(C)c2CN1C(=O)c1ccccc1,34%[activator][44.1 µM]
Cc1ccc(Cl)cc1N1CCN(C(=O)c2ccc3c(c2)CCN3S(=O)(=O)c2ccccc2)CC1,?
CN1CCC(C(=O)N2Cc3ccccc3CC3(CCCN(CC4CCNC4)C3)C2)CC1 (stereo not drawn),8%
CCn1c(CN2CCC(C)CC2)nc2cc(NC(=O)c3ccc([N+](=O)[O-])cc3)ccc21,-28%
O=C(NCCCc1ccccc1)C1CN(Cc2ccccc2)C(=O)N1 (stereo not drawn),7%[44.1 µM]
CN1CCN(CC(N)C2CCCCC2)CC1 (stereo not drawn),1%[44.1 µM]
CCCCN(C)C(=O)C(Cc1ccccc1)NS(=O)(=O)c1ccc2c(c1)c(=O)n(C)c(=O)n2C (stereo not drawn),?
O=C(N[C@@H]1CN(c2ccncn2)C[C@H]1CO)c1ccc(Cl)cc1,17%
COc1ccc(F)cc1-c1cccc(CN)c1,?
O=C1CC(c2noc(Cc3ccc(Cl)cc3)n2)CN1C1CCCCC1 (stereo not drawn),-18%
Cc1ccc(CNC(=O)CN2C(=O)NC(c3ccccc3Cl)C3=C2COC3=O)cc1 (stereo not drawn),i
COC[C@@H]1CN(S(=O)(=O)c2cccc(F)c2)C[C@H]1c1ccncc1,3%
COc1ccc(NC(=O)CCC2CCN(C(=O)c3ccccc3)CC2)c(OC)c1,-19%
Cc1oc(-c2cccc(Cl)c2)nc1CN1CCCC(F)(F)C1,-13%
Fc1ccc(CN2CCOC[C@H]2c2ncc(-c3cccc(Cl)c3)[nH]2)cc1,?
Cc1cnc(C(=O)NC2C[C@H]3CC[C@@H](C2)N3C(=O)c2cccc(F)c2)cn1 (stereo partly drawn),-20%
COc1ccccc1N1CCN(C(=O)Nc2n[nH]c(Cc3ccccc3)n2)CC1,?
Cc1cccc(NC(=O)c2sc(-n3nc(C)c(CCC(C)C)c3C)nc2C)c1,?
COCCNC(=O)[C@H]1C[C@H](Oc2cccnc2)CN1C(=O)Nc1cccc(F)c1,7%
COc1ccc(C(CC(=O)NCc2ccccc2)c2c[nH]c3ccccc23)cc1OC (stereo not drawn),-7%
CNC(=O)C(C)(C)N1CCC[C@H]1C(=O)N1CCc2ccccc2C1,i
Cc1cccc(CNC(=O)CCCN2C(=O)c3cccnc3Oc3ccccc32)c1,10%
Cc1ccc(CNC(=O)C2CCN(c3cnn(Cc4ccccc4)c(=O)c3)C2)o1 (stereo not drawn),i

# A portion of the library. The share of hits here may be higher or lower than overall.
